HT1080 cytotoxicity: cytotoxicity in HT1080 fibrosarcoma cells, cell-based, fluorescence readout (AID 620); actives 0.42% (n = 87,000); cytotoxicity, % at 10 µM, or EC50 in µM where a hit was titrated; HT1080 viability, fluorescence; higher % means a stronger effect; in the data active = cytotoxicity above about 50%;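 also: cells exposed to compound overnight then 4 h with Alamar Blue; 0% = vehicle DMSO and 100% = killing control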
* hit, by the source's call. These rows are one share of the data; the hit share may differ from the screen's.

SMILES	HT1080 cytotoxicity
CCOC(=O)CSc1ccc(S(=O)(=O)N(C)C2CCCCC2)cc1[N+](=O)[O-]	-16%
O=S(=O)(Cc1ccccc1)N1CCN(c2ccccc2)CC1	4%
N#Cc1cc(C(=O)c2cc(Br)ccc2O)cn(C2CCCCC2)c1=O	-3%
COCCn1c(SCC(=O)NCc2ccccc2)nnc1-c1ccco1	-4%
CC(C)CNC(=O)c1ccc(COc2ccc(Cl)cc2Cl)o1	-32%
CC(C)N1CC2(c3ccccc3)CN(C(C)C)CC(c3ccccc3)(C1)C2=O	-14%
CCCn1c(=O)[nH]c(=O)c2c1nc(-c1ccccc1)n2CCN1CCOCC1	-9%
CN(c1ccccc1C(=O)Nc1ccc(S(=O)(=O)N2CCCC2)cc1)S(C)(=O)=O	-3%
O=C(Nc1cc(C(F)(F)F)ccc1N1CCOCC1)c1cn2ccccc2n1	28%
CC(C)c1nnc(NC(=O)CCC(=O)N2CCN(c3ccccn3)CC2)s1	-8%
O=C(C1CC=CCC1)N1CCN(C(=O)C2CC=CCC2)CC1 (stereo unspecified)	13%
COc1ccc(-c2ncc3ccccn23)cc1OC	-13%
Cc1cc(C)n(C(=O)c2ccc(S(=O)(=O)N3CCOCC3)cc2)n1	-8%
CCCCC(=O)c1ccc(O)cc1O	12%
CCC(C)NC(=O)CC(NS(=O)(=O)c1ccc(C)cc1)c1ccc(OC)cc1 (stereo unspecified)	-3%
CCOc1ccc(S(=O)(=O)NCC2CCCO2)cc1 (stereo unspecified)	-14%
Cc1ccc(CCNc2ccccc2C)cn1	-4%
COc1ccc(C2=NN(CN3C(=O)C(=O)c4ccccc43)C(c3ccc(C)cc3)C2)cc1 (stereo unspecified)	-73%
COc1cc(C)ccc1OCCCCN1CC(C)OC(C)C1 (stereo unspecified)	-18%
O=C(CSc1nc2ccccc2s1)c1cc2ccccc2o1	-21%
C=CC1=C(C(=O)O)N2C(=O)C(NC(=O)Cc3ccccc3)C2SC1 (stereo unspecified)	7%
Fc1ccc(C(CCCn2nnc(-c3cccnc3)n2)c2ccc(F)cc2)cc1	13%
CCCC(C)C(=O)Nc1ccccc1C(=O)OCC (stereo unspecified)	-11%
CS(=O)(=O)Nc1ccc(C(=O)NC2CC3CCC2C3)cc1 (stereo unspecified)	-6%
Cc1[nH]c2ccccc2c1C1C(c2ccccc2)=NN=C(C(C)C)N1O (stereo unspecified)	-7%
CCn1ccc(C(=O)NC2=C(C#N)CCC2)n1	2%
CC(=NCCc1ccccc1)C1=C(O)CCC1=O	4%
O=C(CC12CCC(CC1)C2)NCc1ccc2c(c1)OCO2	-6%
CCn1cc(C(=O)N2CCN(Cc3ccc4c(c3)OCO4)CC2)c(=O)c2ccc(C)nc21	9%
COc1ccc(C(=O)N[C@H](C(=O)NCC2CCCCC2)C(C)C)cc1	3%
C(/C=C/C=C/Nc1ccccc1)=Nc1ccccc1	6%
CC(C)(C)c1cc(S(=O)(=O)CCc2ccccn2)cc(C(C)(C)C)c1F	-3%
CC(C)N(C(=O)c1ccc2nc3c4ccccc4c4ccccc4c3nc2c1)C(C)C	-12%
COc1ccc(-c2nnc(SC(C)C(=O)Nc3nccs3)n2Cc2ccccc2)cc1OC (stereo unspecified)	-19%
O=C(c1ccc(S(=O)(=O)N2CCOCC2)cc1)N1CCCc2ccccc21	-10%
CC1(C)OC(=O)N(c2ccccc2)C12C=Cc1cc(Br)ccc1O2 (stereo unspecified)	-10%
Cc1cc2nncn2c2ccccc12	5%
CC(C)n1nnnc1SCC(=O)Nc1ccc2c(c1)OCO2	4%
CCN1CCN(C(=O)CSc2cc(=O)n(CC)c3ccccc23)CC1	8%
CCCCNC(=O)C1CCN(Cc2ccc(OCc3ccccc3)cc2)CC1	-7%
CCCCC(=O)NC(NC(=S)N1CCOCC1)C(Cl)(Cl)Cl (stereo unspecified)	13%
Cc1cc2nnc(SC(C)C)n2c2ccccc12	-12%
COc1ccc(OC(=O)c2cn(C)nc2C(F)(F)F)cc1	2%
COC(=O)/C(=C\Nc1ccc(Cl)c2ccccc12)c1ncc(C(F)(F)F)cc1Cl	9%
CCC(C)(C)NC(=O)C(c1ccc(C)o1)N(C(=O)c1csnn1)c1cccc(F)c1 (stereo unspecified)	2%
O=C(c1cncc(Br)c1)N1CCc2ccccc2C1	-1%
CCn1nc(CC(=O)Nc2nnc(CC(=O)N3CCOCC3)s2)c2ccccc2c1=O	-2%
Cc1cc(C)n(/N=C\c2c(O)ccc3ccccc23)c(=O)c1C(N)=O	0%
CCC(C)(C)NC(=O)Cc1ccccc1OC	-5%
CCOC(=O)c1ccc(NC(=O)NC2CC3CCC(C2)N3Cc2nnnn2Cc2ccco2)cc1 (stereo unspecified)	-11%
CCc1nnc(NC(=O)Cn2c(=O)oc3ccccc32)s1	2%
Cc1ccc(OCCn2cc(Br)c(=O)[nH]c2=O)cc1	-20%
CCOc1ccc(NC(=O)c2ccc(OC)cc2)cc1	-2%
O=C(COc1ccc(F)cc1)Nc1nnc(-c2ccncc2)s1	22%
CCn1ncc(Br)c1C(=O)Nc1ccc(C(=O)OC(C)C)cc1	-10%
COC(=O)c1cccc(NC(=O)c2cccs2)c1C	-13%
CN(C)CCCNC(=O)CCc1nc2ccccc2c(=O)[nH]1	-6%
C=CCc1c(O)nc(SCC(=O)c2ccccc2)[nH]c1=O	-8%
CCOC(=O)c1ccc(C(=O)OCC)nc1	-11%
Cc1ccc(NCc2ccccc2O)cc1	-7%

New compounds follow
SMILES	HT1080 cytotoxicity
CCOc1ccc(NC(=O)Nc2cccs2)cc1	-2%
O=C(NCCF)[C@H]1C[C@@H]1[C@H](NP(=O)(c1ccccc1)c1ccccc1)c1ccccc1	-19%
CSc1cccc(NC(=O)C(C)NS(=O)(=O)c2ccc(F)cc2)c1 (stereo unspecified)	0%
CCOC(=O)Cc1c(C)nc2c(-c3ccccc3OC)c(C)nn2c1C	-7%
COc1ccc(CCNC(=O)c2c(-c3ccccc3Cl)noc2C)cc1	2%
COC(=O)CNC(=O)[C@@]1(C)C=C[C@@H](Cc2ccccc2)N1C(=O)OC	90%*
CCCN1C2CCCC1CC(NC(=O)Nc1ccc(C(C)C)cc1)C2 (stereo unspecified)	0%
CNC(=O)c1[nH]cnc1C(=O)Nc1ccc(C)cc1	-12%
Cn1nc(-c2ccc(OCC(=O)Nc3ccccc3)cc2)c2ccccc2c1=O	-4%
Cc1cc(NC(=O)CN2C(=O)NC(C)(c3ccc(OC(F)F)cc3)C2=O)no1 (stereo unspecified)	-3%
CCOc1ccc(S(=O)(=O)NCc2ccc(C)cc2)c2cccnc12	1%
CC1(C(=O)Nc2nnc(C(C)(C)C)s2)Cc2ccccc2C(=O)O1 (stereo unspecified)	-7%
COC(=O)CCN(C(=O)c1ccc(OC(C)=O)cc1)c1ccccn1	1%
CCOCCCN1C(=O)C(O)=C(C(C)=O)C1c1cccs1 (stereo unspecified)	-9%
CC(=O)Nc1cccc(-c2nnc(SCC(=O)n3c4c(c5ccccc53)CCCC4)n2C)c1	-18%
COc1ccc(Nc2nc(C(C)(C)C)nc3c2nnn3Cc2ccccc2Cl)cc1OC	2%
Cc1ccc(-c2nnn(CC(=O)N(Cc3cccs3)C(C(=O)NC3CCCCC3)c3ccco3)n2)o1 (stereo unspecified)	23%
NNC(=O)CN1C(=O)Nc2ccc(Br)cc2C1c1ccccc1 (stereo unspecified)	-9%
CC1CC2(CCCCC2)Nc2c1ccc1ccccc21 (stereo unspecified)	-3%
Nc1nonc1C(=Nc1ccc(Br)cc1)NO	24%
CSC(=NS(=O)(=O)c1ccccc1)SC	12%
CC1(C(=O)NCc2cc(F)cc(C(F)(F)F)c2)C=CC2(CCCCC2)N1C(=O)c1ccccc1 (stereo unspecified)	-2%
Oc1ccc(Cl)cc1-c1cc(C(F)(F)C(F)F)nc(-c2ccccc2)n1	-13%
Cc1nc(N2CCOCC2)nc2c1CCCC2	2%
C/C(=C\C1CCCCC1)C(NC(=O)c1cccnc1)c1ccc(-c2ccccc2)cc1 (stereo unspecified)	-30%
CCN(CC)CCN1C(=O)c2ccccc2NC1c1ccccc1F (stereo unspecified)	2%
CCCNC(=O)C(=O)c1cccn1-c1ccsc1C(=O)OC	-5%
Cn1c(N)c(C(=O)COC(=O)c2cc(C(F)(F)F)nc3ccccc23)c(=O)n(Cc2ccccc2)c1=O	6%
CCCC(=O)Nc1nc2n(n1)C(c1ccccc1)CC(=O)N2 (stereo unspecified)	0%
CCOC(=O)CSc1nc(-c2ccccc2)cc(C(F)(F)F)n1	-7%
Cc1ccc(-n2c(-c3ccc(Br)cc3)c[n+]3c2CCc2ccc4cccnc4c2-3)cc1	64%*
Cc1nn(-c2nc3ccccc3[nH]2)c(N)c1-c1ccc(Cl)cc1	-12%
COc1ccc(/C=C2/C(=O)N=C(N)N2C)cc1OC	26%
CCCCn1cnc2c([nH]c3ccccc32)c1=O	-20%
Cc1nc(-c2cccc(S(=O)(=O)N3CC(C)CC(C)C3)c2)cs1 (stereo unspecified)	9%
COc1ccc(S(=O)(=O)N2CCCCCC2)cc1	-14%
O=C(NCCN1CCOCC1)c1ccc2ccccc2c1	6%
O=C(CN1C(=O)c2cccnc2C1=O)c1ccccc1	28%
Cc1cc(OCC(=O)Nc2ccc(S(=O)(=O)N3CCN(C)CC3)cc2)ccc1Cl	-16%
O=c1nc(N2CCCCC2)nc(Nc2ccccc2)[nH]1	-6%
COC(=O)[C@@H]1C[C@H]2CC[C@H](O)C[C@H]2N1Cc1ccccc1OC(=O)c1cccs1	-4%
Cc1ccc(NC(=O)CSc2nnc(-c3ccncc3)o2)cc1	-2%
COc1ccc(-c2nnn(CC(=O)N3CCN(c4ccccc4OC)CC3)n2)cc1	-11%
Cc1ccc(S(=O)(=O)Nc2nc(C)cc(-n3nc(C)cc3C)n2)cc1	-8%
Cc1ccc(NC(=S)NCc2cccs2)cc1	12%
Oc1ccccc1C=NC1=NN(c2cccc(C(F)(F)F)c2)CC1	0%
Cc1c(NC(=O)Cn2[nH]c(=O)c3ccccc3c2=O)c(=O)n(-c2ccccc2)n1C	-9%
COC(=O)N1[C@H](Cc2ccccc2)C=C[C@]1(C)C(=O)NCc1ccc(C)o1	-5%
CCCC(=O)O[C@H]1C[C@@H](C)N(C(=O)c2ccccc2)c2ccc(C)cc21	-10%
Cc1cccc(NC(=O)CSc2nccn2C)c1	9%
Cc1ccc(CN2CCN(c3ccccn3)CC2)s1	-6%
COC(=O)c1c(/N=C/N(C)C)sc2c1CCN(c1ncc(C(F)(F)F)cc1Cl)C2	-1%
COc1ccc(C(=O)NCCN2CCCC2)cc1OC	3%
Cc1ccc(S(=O)(=O)Oc2ccc(/C=N/NC(=O)c3nn(C)cc3Cl)cc2)cc1	8%
O=C(NCCCN=C1NS(=O)(=O)c2ccccc21)c1ccco1	-4%
Nc1ccc2nc(-c3cc(Cl)c(N)c(Cl)c3)[nH]c2c1	21%
COc1cccc(C(=O)Nc2ccc(F)cc2F)c1	-8%
CN1CCN(C(=O)C2(NC(=O)NCc3ccccc3)CCCCC2)CC1	15%
COc1ccccc1CC(=O)Nc1ccccc1C(=O)O	14%
COC(=O)c1c(C)[nH]c(C(=O)CSc2nnnn2-c2ccccc2)c1C	1%

Taken from the listing (17 entries):
SMILES	HT1080 cytotoxicity
CCOC(=O)CSc1ccc(S(=O)(=O)N(C)C2CCCCC2)cc1[N+](=O)[O-]	-16%
O=S(=O)(Cc1ccccc1)N1CCN(c2ccccc2)CC1	4%
N#Cc1cc(C(=O)c2cc(Br)ccc2O)cn(C2CCCCC2)c1=O	-3%
COCCn1c(SCC(=O)NCc2ccccc2)nnc1-c1ccco1	-4%
CC(C)CNC(=O)c1ccc(COc2ccc(Cl)cc2Cl)o1	-32%
CC(C)N1CC2(c3ccccc3)CN(C(C)C)CC(c3ccccc3)(C1)C2=O	-14%
CCCn1c(=O)[nH]c(=O)c2c1nc(-c1ccccc1)n2CCN1CCOCC1	-9%
CN(c1ccccc1C(=O)Nc1ccc(S(=O)(=O)N2CCCC2)cc1)S(C)(=O)=O	-3%
O=C(Nc1cc(C(F)(F)F)ccc1N1CCOCC1)c1cn2ccccc2n1	28%
CC(C)c1nnc(NC(=O)CCC(=O)N2CCN(c3ccccn3)CC2)s1	-8%
O=C(C1CC=CCC1)N1CCN(C(=O)C2CC=CCC2)CC1 (stereo unspecified)	13%
COc1ccc(-c2ncc3ccccn23)cc1OC	-13%
Cc1cc(C)n(C(=O)c2ccc(S(=O)(=O)N3CCOCC3)cc2)n1	-8%
CCCCC(=O)c1ccc(O)cc1O	12%
CCC(C)NC(=O)CC(NS(=O)(=O)c1ccc(C)cc1)c1ccc(OC)cc1 (stereo unspecified)	-3%
CCOc1ccc(S(=O)(=O)NCC2CCCO2)cc1 (stereo unspecified)	-14%
Cc1ccc(CCNc2ccccc2C)cn1	-4%

Other results
SMILES	HT1080 cytotoxicity
O=C(O)CCCCCNC(=O)c1ccccc1	-9%
CCOc1ccccc1N=c1oc2cc(O)ccc2cc1C(=O)NCC1CCCO1 (stereo unspecified)	10%
CC(C)(Cc1nc2ccccc2[nH]1)C(=O)O	10%
COc1ccc(OC(C)C(=O)Nc2cccnc2)cc1 (stereo unspecified)	-12%
COC(=O)c1cccc(NC(=O)CCCOc2cccc(C)c2)c1	-4%
Cc1ccc(CCNc2ccc3ccccc3c2)cn1	-8%
Cc1cccc(S(=O)(=O)CC(=O)Nc2nc(-c3ccccc3)cs2)c1	0%
CCCCCCCCCCNC(=O)CCn1[nH]c(=O)c2ccccc2c1=O	-5%
Cc1cccc(CS(=O)(=O)Cc2ccc(C(=O)NCCCN3CCCC3)o2)c1	-14%
Cn1c(Cc2c[nH]c3ccccc23)n[nH]c1=S	7%
CCCOc1ccc(N2C(=O)CC(N(C(=O)c3ccco3)c3ccc(OCCC)cc3)C2=O)cc1 (stereo unspecified)	10%
Cc1nc2ccccc2c(=O)n1NC(=O)Cc1ccccc1	7%
CCN(CC#CCC(O)(c1ccccc1)C1CCCC1)C(C)C (stereo unspecified)	-15%
Cc1noc(C)c1C(=O)N1CCCC1	-4%
CC(=O)NC1CC2CCCC(C1)N2C(=O)Nc1ccccc1 (stereo unspecified)	-2%
Cc1cc(C)n(-c2ccc(C(=O)Nc3cc(C(F)(F)F)ccc3N3CCOCC3)cc2)n1	-15%
O=C(CN1CCCCC1)Nc1ccccc1-c1ccccc1	-23%

3 compounds from above, arranged by formula weight, smallest number first.
SMILES	HT1080 cytotoxicity
Cc1noc(C)c1C(=O)N1CCCC1	-4%
CC(C)(Cc1nc2ccccc2[nH]1)C(=O)O	10%
O=C(O)CCCCCNC(=O)c1ccccc1	-9%

Screening results as filed in PubChem.
